HSF-1 act = increases HSF-1 driven luciferase reporter signal | activation, % at 9 µM | 300,000 compounds, 1.7% hits | NIH3T3-HGL HSF-1 luciferase reporter, MG132, 8 h; 100% = twice DMSO control signal;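 active = mean replicate activation of at least 50% with a set share of replicates each reaching 50%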;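 also: 0% = median of the neutral control wells and 100% = twice that signal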
aSyn 5UTR inh = 5' untranslated region of α-synuclein, MLPCN primary screen; 300,000 compounds, 0.82% hits; inhibition, % (tested at 7.5 µM); alpha-synuclein 5'UTR reporter, inhibitor activity; in the data active = inhibition above about 60%;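 also: H4 neuroglioblastoma cells stably carrying SNCA 5'UTR luciferase fusion; 0% = DMSO wells and 100% = positive control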
GSK3 alpha inh = blocks human GSK-3 alpha kinase; P49840; ADP-Glo luminescence, 60 min; inhibition, % at 10 µM; 320,000 compounds, 0.1% hits;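 in the data active = inhibition above about 50%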;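 also: GST-tagged GSK-3 alpha with peptide substrate and 25 µM ATP; 0% = DMSO neutral wells and 100% = GW8510 positive control wells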
Target sequence (P49840 whole entry, looked up): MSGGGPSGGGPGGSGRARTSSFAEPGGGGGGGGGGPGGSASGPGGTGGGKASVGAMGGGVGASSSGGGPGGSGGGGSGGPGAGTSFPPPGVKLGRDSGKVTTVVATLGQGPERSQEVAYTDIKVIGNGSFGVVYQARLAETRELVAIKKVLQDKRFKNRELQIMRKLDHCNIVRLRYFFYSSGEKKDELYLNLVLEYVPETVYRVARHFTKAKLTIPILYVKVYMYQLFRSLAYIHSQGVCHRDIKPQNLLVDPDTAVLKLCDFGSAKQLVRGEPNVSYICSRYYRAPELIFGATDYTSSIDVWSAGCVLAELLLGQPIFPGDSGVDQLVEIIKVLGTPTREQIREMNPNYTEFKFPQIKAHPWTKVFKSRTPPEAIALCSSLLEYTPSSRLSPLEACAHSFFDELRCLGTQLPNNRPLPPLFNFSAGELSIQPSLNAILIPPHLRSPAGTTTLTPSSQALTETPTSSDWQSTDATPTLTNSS
Dyrk1A ADPGlo = Dyrk1A (rat) kinase inhibition. inhibition, % at 12.5 µM. ADP-Glo luminescence, NFATc1 peptide. AID 504441. 310,000 compounds, 0.43% hits. Q63470; in the data active = inhibition above about 50%;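 also: plate controls were vehicle with enzyme for no effect and no enzyme for full effect; many of its hits are not listed in these tables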
Platelet DG rel = platelet dense granule release activity; AID 1663; inhibition, %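 (compounds screened at 7.5 µM in platelet-rich plasma)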; human platelet-rich plasma, SFLLRN dense granule ATP release, luminescence; 300,000 compounds, 0.22% hits;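 active = mean replicate score, as percent of positive control, at or above 50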
KLF5 inh = inhibitors of KLF5 expression; DLD-1 KLF5 promoter-luciferase reporter, luminescence; inhibition, % at 5 µM; 290,000 compounds, 0.23% hits; AID 1700;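 active = inhibition above a per-plate limit of that plate's mean compound inhibition plus 3 SD, cut at about 60% in these data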;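 also: 0% = DMSO wells and 100% = LY294002 at 200 µM; higher means less KLF5 promoter-driven luciferase light; inactives centre near -14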
GSK3B inh = blocks human GSK3beta kinase activity. P49841. GST-GSK3beta kinase, ADP-Glo luminescence, 60 min; active compounds read low. activity score (negative = inhibition), % at 10 µM. 300,000 compounds, 0.038% hits. AID 2097;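 active = more than half of replicate wells score below -50%, meaning over 50% inhibition versus plate controls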;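 also: 0% = median DMSO wells and -100% = median GW8510 positive control wells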
Target sequence (P49841 whole entry, looked up): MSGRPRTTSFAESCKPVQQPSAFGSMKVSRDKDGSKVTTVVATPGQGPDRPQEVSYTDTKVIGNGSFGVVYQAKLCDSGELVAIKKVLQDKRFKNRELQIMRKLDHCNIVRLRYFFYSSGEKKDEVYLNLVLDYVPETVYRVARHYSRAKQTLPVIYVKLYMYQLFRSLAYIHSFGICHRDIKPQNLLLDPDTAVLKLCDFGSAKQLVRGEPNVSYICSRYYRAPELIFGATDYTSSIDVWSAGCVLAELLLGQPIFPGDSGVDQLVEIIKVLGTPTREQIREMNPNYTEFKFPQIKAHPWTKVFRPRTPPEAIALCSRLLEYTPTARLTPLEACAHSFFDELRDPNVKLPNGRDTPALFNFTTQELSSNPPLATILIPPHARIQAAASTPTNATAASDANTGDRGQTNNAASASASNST
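Test system: GST-fused GSK3beta enzyme, cell-free | Quantity: 1.6 ng GST-GSK3beta enzyme per well | Reagent: 25 µM ATP with peptide substrate | Schedule: 60 min enzyme reaction, room temperature | Signal: Luminescent ADP-Glo measurement of ADP formed | Read-out basis: Score relative to plate controls | Control set: DMSO and 20 µM GW8510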
HSP90 refold inh = inhibitors of HSP90 luciferase refolding in rabbit reticulocyte lysate. inhibition, % at 5.6 µM. 290,000 compounds, 0.91% hits. luciferase refolding luminescence, 3 h;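 active = inhibition above the screen-wide mean plus 3 SD, computed separately per campaign, cut at about 16% in these data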;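 also: 0% = DMSO wells and 100% = 60 µM geldanamycin wells; inhibitors lower the luminescence because luciferase stays unfolded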
HSF1 inhib = HSF1 inhibition; AID 2098; NIH3T3-HGL HSE-luciferase, MG132-induced, luminescence 8 h; active compounds read low; 300,000 compounds, 0.77% hits; activity change, negative = inhibition, % at 7.5 µM (by protocol);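 active = more than half of replicate wells show activity change below -50%, luminescence cut by over half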;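 also: luciferase reports HSF-1 transcriptional activity via heat shock element; 0% = median of DMSO wells and -100% = zero luminescence signal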
IEC-6 cytotox = IEC-6 cytotoxicity, counter-screen for KLF5 inhibitors; luminescence viability; inhibition, % at 5 µM; 290,000 compounds, 0.78% hits; AID 1825; in the data active = inhibition above about 22%;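 also: 0% = plate median of test compound wells and 100% = cytotoxic reference compound wells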
Starred values were filed as active, the others as inactive; / = not tested or not shown. These rows are one share of the data; count on the stated rates, not on these rows.

Sequence of screens: HSF-1 act	aSyn 5UTR inh	GSK3 alpha inh	Dyrk1A ADPGlo	Platelet DG rel	KLF5 inh	GSK3B inh	HSP90 refold inh	HSF1 inhib	IEC-6 cytotox
#1 COC(=O)C1CCN(c2cc(=O)n(-c3ccc(OC)cc3)c(=O)[nH]2)CC1
 : -17	2	-1	-6	-4	-4	10	-3	-3	-1
#2 CCOc1ccc(/C=N/Nc2cc(N3CCOCC3)nc(C)n2)c(O)c1
 : 4	48	-2	0	1	-2	-2	-3	-7	-4
#3 CN(C)c1ccc(/C=[N+](\[O-])C2SC(=S)N(C)C2(C)C)cc1 (stereo not drawn)
 : -11	2	0	-2	0	-5	1	-1	-10	7
#4 Cc1c(C)n(Cc2ccccc2)c2ccc(C(=O)OCCCN(C)C)cc12
 : 0	-3	2	1	9	-12	-3	-1	11	-3
#5 O=C(N=C1SC2CS(=O)(=O)CC2N1c1ccccc1F)C1CCCCC1 (stereo not drawn)
 : 7	7	-2	-4	3	-16	-1	-3	5	-9
#6 Cc1ccc(-c2cnc(-c3ccccc3C(=O)O)o2)cc1
 : -9	-49	0	-3	-6	-45	-2	2	4	1
#7 CCOc1ccccc1N1CCN(Cc2cccc(OC)c2OC)CC1
 : 10	3	1	0	-1	-2	4	-3	-1	4
#8 O=C(Nc1ccc(Br)cc1F)c1ccc2c(c1)OCCO2
 : 25	45	-1	4	2	5	-3	55*	-2	5
#9 Cc1onc(-c2c(F)cccc2Cl)c1C(=O)Nc1ccccc1N1CCOCC1
 : 14	10	-1	-7	23	-7	2	5	0	3
#10 Cc1ccc(Cn2nnc3c(=O)[nH]c(C4CCN(S(=O)(=O)c5cc(C)ccc5C)CC4)nc32)cc1
 : 0	15	2	4	4	16	4	9	8	-5
#11 Nc1cc2ccncc2c2ccccc12
 : -36	-71	1	73*	17	5	-2	0	-30	2
#12 OCc1ccc(-c2nn(Cc3ccccc3)c3ccccc23)o1
 : 11	19	0	11	-4	/	4	/	7	/
#13 O=C(c1cccs1)c1coc2ccc(O)cc12
 : 13	-200	10	14	-2	-155	-7	3	3	1
#14 Cc1ccc(O)c(-c2cc(C(=O)Nc3ccc(S(=O)(=O)N4CC(C)OC(C)C4)cc3)[nH]n2)c1 (stereo not drawn)
 : 12	16	/	-1	3	16	2	4	0	4
#15 NNc1ncnc2sc3c(c12)CCC3
 : 13	21	1	19	-1	-20	1	0	14	8
#16 O=[N+]([O-])c1ccc(CSc2ncnc3ccccc23)cc1
 : 39	-27	-2	7	-1	5	2	7	14	5
#17 Cc1noc(C)c1COC(=O)C1CCN(S(=O)(=O)c2c(Cl)cccc2Cl)CC1
 : 2	4	-3	24	-1	/	-16	/	-1	/
#18 CCC1C(=O)N=C(SCC(=O)Nc2ccccc2)NC1=O (stereo not drawn)
 : 0	26	/	-4	2	-34	3	3	1	2
#19 CC(CCc1ccccc1)NC(=O)CSc1nnnn1C (stereo not drawn)
 : 4	-3	-3	-7	0	-17	-1	-2	5	-7
#20 CCCCOc1ccc(NC(=O)C2CC=CCC2C(=O)O)cc1 (stereo not drawn)
 : -38	-13	0	-6	2	-46	1	2	-22	-4
#21 O=C(NC1CC1)c1ccc(-c2nc3ccccc3s2)s1
 : -46	96*	-1	1	27	35	-4	76*	-39	11
#22 Cc1c(=O)n(OCc2ccccn2)c2ccccc2[n+]1[O-]
 : -21	5	-6	1	-4	12	2	5	-9	5
#23 O=S(=O)(CS(=O)(=O)c1ccc(Cl)cc1)c1ccc(Cl)cc1
 : 3	-33	0	7	6	2	1	1	1	-2
#24 CC(=O)Nc1cccc(NC(=O)C2CCCN2C(=O)Nc2ccc(C)cc2)c1 (stereo not drawn)
 : 48	1	-1	-3	7	-16	1	-5	19	-1
#25 Cc1cc(N)c(NC2=CC(=O)CC(C)(C)C2)cc1C
 : 7	-108	0	-3	8	-19	-4	1	8	7
#26 COc1cccc(OCc2cc(C(=O)N(Cc3ccccc3)CC3CC3)no2)c1
 : 0	8	-4	-1	-2	-18	-2	9	1	-8
#27 COC(=O)c1cc(-c2c(C)oc3cc(OC)ccc3c2=O)c(C)o1
 : /	/	0	4	/	20	/	1	/	-2
#28 CCOC(=O)Cn1cc(C(=O)c2ccco2)c2ccccc21
 : 3	-26	-1	12	-4	-25	0	6	5	2
#29 COc1ccc(CCNC(=O)c2nn(C)c3c2CS(=O)(=O)c2ccccc2-3)c(OC)c1
 : -15	23	-1	0	13	-7	1	1	-17	10
#30 CC(NC(=O)c1cccs1)c1nnc(SCc2ccc(Cl)cc2Cl)n1C (stereo not drawn)
 : 2	-21	0	0	-11	-23	-3	0	9	-2
#31 CCN(CC)CCCNC(=O)c1cc(-c2ccccc2)c(N2CCCCC2)s1
 : 41	-13	1	5	4	-56	1	0	15	4
#32 Cc1ccc([N+](=O)[O-])cc1NC(=S)NCCc1ccccc1
 : 6	2	0	8	30	-14	1	0	0	2
#33 O=C(CN1CCC(NC(=O)c2cccc(F)c2)CC1)NCc1cccs1
 : 24	25	-1	-2	3	4	-5	-1	-11	-4
#34 CN1CCN(/C=N/c2c(C#N)cnn2-c2ccccc2)CC1
 : /	/	5	-9	/	-20	/	4	/	4
#35 COc1cc(Cl)ccc1OCc1cc(C(=O)N2CCCC(OC)C2)no1 (stereo not drawn)
 : 3	-148	-1	-2	32	-114	-1	7	21	3
#36 O=S1(=O)CCOC[C@H](c2ccccc2)N1Cc1ccccc1F
 : -7	12	-1	8	1	-24	-2	-4	-1	1
#37 COc1ccc(S(=O)(=O)Nc2cc(C(=O)NCCCOC(C)C)ccc2N2CCOCC2)cc1
 : 10	7	-3	0	2	-2	0	-6	-4	-6
#38 CC1=C/C(=N\OS(=O)(=O)c2ccccc2)C=CC1=O
 : 27	-16	1	-1	-7	-11	-1	0	23	-2
#39 COc1ccc(OC)c(S(=O)(=O)NCCS(=O)(=O)N2CCN(c3ccccc3)CC2)c1
 : -5	5	1	0	8	5	-3	3	-7	4
#40 CCOC(=O)C(C)Sc1nnc(Cc2cc(=O)[nH]c(=O)[nH]2)n1-c1ccc(OCC)cc1 (stereo not drawn)
 : /	/	-3	-9	/	9	/	0	/	-2
#41 COc1ccc(NC2C=CS(=O)(=O)C2)c(OC)c1 (stereo not drawn)
 : 11	-1	0	2	4	-25	3	-3	-2	-9
#42 COc1ccccc1NC(=O)c1nc(S(=O)(=O)Cc2ccccc2)ncc1Cl
 : -88	71*	0	4	8	59	3	-3	-87*	100*
#43 COc1ccc(S(=O)(=O)N(C)CC(=O)O)c2ccccc12
 : 2	-5	-2	3	-3	9	0	0	1	1
#44 O=C(COc1ccc(F)cc1)N1CCC(Cc2ccccc2)CC1
 : -12	-26	-3	-9	0	-7	-6	4	-4	8
#45 Cc1ccc(/C=N/NC(=O)c2ccccc2OCc2ccc(F)cc2)o1
 : 2	-15	1	0	5	-15	2	2	3	-9
#46 CCCN1CCN(C(=O)c2cc(COc3ccc(F)cc3F)on2)CC1
 : -3	-18	-2	0	3	-6	0	3	-4	4
#47 COc1c(O)ccc(/C=C(\C#N)c2nc3ccccc3[nH]2)c1[N+](=O)[O-]
 : 7	-92	21	73*	-10	-83	1	2	8	1
#48 Cn1c(N)nc2nc(CCc3ccccc3)c(=O)[nH]c2c1=O
 : -3	-6	-2	-1	-13	-11	0	-3	4	2
#49 COc1cc(CCC(=O)OCC(=O)Nc2nc(C)c(Cl)cc2Cl)cc(OC)c1OC
 : -11	-4	1	7	0	-35	-3	2	-5	-3
#50 COc1ccc(S(=O)(=O)N2CCOCC2)cc1NC(=O)c1ccc2c(c1)OCCO2
 : -26	-1	-2	/	11	-32	-3	-2	-10	0
#51 CCOc1cnc(-c2ccc(Cl)cc2)o1
 : 13	-105	0	0	-6	2	-3	1	13	-1
#52 O=C(O)C(=O)/C(=C\c1ccccc1)c1ccc2ccccc2n1
 : 12	-90	0	7	3	-79	2	5	10	-1
#53 O=c1[nH]c(CSc2nc3ccccc3o2)nc2c1cnn2-c1ccccc1
 : 0	-3	-1	7	-14	-10	-13	7	6	12
#54 Cc1cc(N2C(=O)C(O)=C(C(=O)c3ccco3)C2c2ccc(Cl)cc2)no1 (stereo not drawn)
 : -1	-7	-2	4	6	13	0	-2	2	-2
#55 Cc1ccc(O)c(CNc2nc3ccccc3n2C)c1
 : 6	-61	-1	10	1	-11	-3	-2	9	-1
#56 Cc1ccccc1CN1C(=O)/C(=C\c2ccc(C(=O)NCCN3CCOCC3)cc2)Sc2ccccc21
 : 19	-3	1	0	5	-23	1	2	5	12
#57 Cc1ccc(C(=O)c2coc3cc([N+](=O)[O-])c(O)c([N+](=O)[O-])c23)cc1
 : 5	-4	-5	1	-1	-20	3	0	-1	-5
#58 O=C(COc1nsnc1N1CCOCC1)Nc1ccc([N+](=O)[O-])cc1
 : -6	22	-1	5	13	-16	-3	0	0	5
#59 CCOc1ccc(C(C)NC(=S)NC2CCCCC2)cc1 (stereo not drawn)
 : -2	1	-1	1	4	17	1	5	3	4
#60 COc1ccc(S(=O)(=O)N2CC=C(C(=O)Nc3ccc(NC(C)=O)cc3)CC2)cc1
 : 5	-13	2	-4	-5	-15	1	-2	-5	1
#61 NC(=O)c1ccsc1NC(=O)c1ccc(N2CCCC2=O)cc1
 : /	/	4	1	24	-82	0	12	/	3
#62 CCc1ccccc1N(CC(=O)NC(C)(C)C)C(=O)CCC(=O)Nc1ccccn1
 : -19	8	1	/	-6	-20	-1	-5	-6	-4

Bioassay records deposited in PubChem BioAssay by several laboratories.
